G6PDH counter: L. mesenteroides G6PDH inhibition counter-screen. Purified L. mesenteroides G6PDH, diaphorase/resazurin coupled fluorescence, 45 min. inhibition, % at 5 µM. 200,000 tested, 0.12% active. AID 1020; in the data active = inhibition above about 50%
TLR4-MyD88 BLA: TLR4-MyD88 interaction inhibition in cells; O00206+Q99836; inhibition, % at 8.4 µM; 200,000 tested, 0.18% active; HeLa CL3-4 TLR4/MyD88 BLA complementation, FRET ratio; in the data active = inhibition above about 25%;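 note: 0% = vehicle and 100% = reference inhibitor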
Target sequence (O00206 whole entry, looked up): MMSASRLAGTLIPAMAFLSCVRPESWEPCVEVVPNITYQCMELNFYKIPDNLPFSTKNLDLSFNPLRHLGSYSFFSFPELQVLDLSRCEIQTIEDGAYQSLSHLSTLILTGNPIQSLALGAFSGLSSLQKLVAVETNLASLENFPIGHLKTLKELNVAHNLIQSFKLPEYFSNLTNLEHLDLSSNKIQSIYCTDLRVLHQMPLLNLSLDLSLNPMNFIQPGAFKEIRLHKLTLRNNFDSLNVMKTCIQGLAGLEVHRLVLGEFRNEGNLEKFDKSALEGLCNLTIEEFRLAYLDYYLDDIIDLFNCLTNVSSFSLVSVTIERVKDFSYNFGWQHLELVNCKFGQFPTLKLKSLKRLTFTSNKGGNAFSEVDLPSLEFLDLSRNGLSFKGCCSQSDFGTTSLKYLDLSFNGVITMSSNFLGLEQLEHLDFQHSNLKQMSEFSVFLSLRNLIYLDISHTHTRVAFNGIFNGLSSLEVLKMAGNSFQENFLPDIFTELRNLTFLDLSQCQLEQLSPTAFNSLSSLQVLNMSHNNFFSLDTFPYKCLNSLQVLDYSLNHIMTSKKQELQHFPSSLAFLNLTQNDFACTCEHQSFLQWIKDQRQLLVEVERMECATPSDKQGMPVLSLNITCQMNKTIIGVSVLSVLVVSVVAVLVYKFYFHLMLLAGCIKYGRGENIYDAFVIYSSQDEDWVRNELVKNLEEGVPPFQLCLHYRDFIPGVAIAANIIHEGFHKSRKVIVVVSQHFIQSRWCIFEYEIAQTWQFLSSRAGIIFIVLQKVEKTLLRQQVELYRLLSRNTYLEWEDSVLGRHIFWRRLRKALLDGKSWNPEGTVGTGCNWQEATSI
Target sequence (Q99836 whole entry, looked up): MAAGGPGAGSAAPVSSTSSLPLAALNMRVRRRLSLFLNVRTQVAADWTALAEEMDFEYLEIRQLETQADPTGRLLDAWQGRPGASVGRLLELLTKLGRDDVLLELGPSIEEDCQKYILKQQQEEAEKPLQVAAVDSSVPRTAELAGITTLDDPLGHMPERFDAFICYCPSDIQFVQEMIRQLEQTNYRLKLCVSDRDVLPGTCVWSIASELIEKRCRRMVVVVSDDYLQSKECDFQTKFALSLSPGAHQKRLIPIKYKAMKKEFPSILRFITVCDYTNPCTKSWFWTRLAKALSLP
APP 5UTR inh: APP translation inhibition; SH-SY5Y APP 5'UTR-luciferase reporter, luminescence; inhibition, % at 2 µM; 190,000 tested, 0.82% active; AID 1285;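 active = inhibition above a set limit, derived from the sample mean plus 3 SD, cut at about 45% in these data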; note: values of inactives mirror those of a sister screen read the other way
APP 5'UTR act: APP 5'UTR luciferase reporter activation; SH-SY5Y APP 5'UTR luciferase reporter, luminescence; zero percent = DMSO vehicle wells; activation, % at 2 µM; 190,000 tested, 1% active;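 active = activation above a set limit, based on mean plus 3 SD of controls, cut at about 140% in these data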; note: values of inactives mirror those of a sister screen read the other way
STAT1 act: STAT1 signaling activation; NIH 3T3 STAT1-luciferase reporter, IFN-gamma, luminescence; 100% = IFN-gamma alone, no compound; activation (% of control), % at 5.5 µM; 200,000 tested, 2.6% active;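 active = activation above the screen-wide mean activation plus 3 SD, cut at about 130% in these data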;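 note: raw ratio to IFN-gamma control signal so 100% means no change and 0% no light; values of inactives mirror those of a sister screen read the other way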
FLuc act counter: firefly luciferase counter-screen for stimulation assays; ATPlite luciferase biochemical, luminescence, 10 min; 0 = ATP-free wells, 1 = DMSO control; activation factor at 10 µM; 200,000 tested, under 10 active; AID 1027;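 active = luciferase activation factor, scaled between plate controls, of at least 2 with compound at 10 µM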
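assay system = Luciferase/luciferin detection reagent, cell-free biochemical luciferase assay | also added = ATP substrate | times = 10 min post-reagent at room temperature | measured by = luminescence from luciferase reaction | measure = luciferase activation, seen as luminescence increase over controls | benchmarks = low control with PBS replacing ATP, high control enzyme plus ATP without compound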
NF-kB expr up: raises NF-kB expression in human neuronal cells | NF-kB reporter expression; hits give high values | fold change at 12.5 µM | 190,000 tested, 1.6% active | AID 1239; in the data active = fold change above about 3.3
Diaphorase act: activates diaphorase or chemically reduces, flagging diaphorase assay artifacts; 190,000 tested, 0.005% active; activation factor at 20 µM; Diaphorase/resazurin coupled assay, resorufin fluorescence, 16 min; hits give high values; 1 = vehicle wells, 0 = NADH-free wells;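 active = diaphorase activity raised at least twofold by the compound at 20 µM; inactive = activation factor below 2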
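Test system: Clostridium kluyveri diaphorase, purified enzyme. Buffer or medium: 50 mM HEPES pH 7.4 buffer plus MgCl2 and Tween 20. Also added: 0.114 mM NADH and 0.1 mM resazurin, final amounts. Dosing: compound 20 µM once, DMSO 1%. Schedule: 16 min enzyme reaction, ambient temperature. Detection: fluorescence of resorufin, 544 nm excitation, 590 nm emission.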
Diaphorase inh: diaphorase inhibition or chemical oxidation counter-screen | diaphorase resazurin-to-resorufin fluorescence, NADH, 16 min; bacterial (C. kluyveri) enzyme, not human | inhibition, % at 20 µM | 190,000 tested, 0.69% active | AID 1217;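 active = primary screen inhibition at 20 µM above a set limit, cut at about 50% in these data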;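 note: plate controls were DMSO with full reaction for no effect and wells lacking NADH for full effect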
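Benchmarks: positive control wells lacking NADH, neutral wells with DMSO only. System: bacterial diaphorase enzyme (C. kluyveri). Input: 0.14 U/mL diaphorase, enzyme working solution. Detection: resorufin fluorescence, excitation 544 nm, emission 590 nm. Times: 16-min room-temperature incubation before reading.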
FLuc inh counter: inhibits firefly luciferase, flagging false hits in luciferase inhibition screens | P08659 | ATPLite firefly luciferase biochemical luminescence, 10 min | inhibition, % at 10 µM | 200,000 tested, 1.5% active | AID 1006;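 active = inhibition above about 50% when tested at 10 µM, limit read from the data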
* hit, by the source's call.

SMILES	G6PDH counter	TLR4-MyD88 BLA	APP 5UTR inh	APP 5'UTR act	STAT1 act	FLuc act counter	NF-kB expr up	Diaphorase act	Diaphorase inh	FLuc inh counter
O=C(Nc1ccnc(-c2cccnc2)n1)c1ccccc1Cl	1	-8	-2	2	107	1	0.84	0.9	7	-4
C/C(=N\NC(=S)NC1CCCCC1)c1ccc(OC(F)F)cc1OC(F)F	4	-16	-1	1	94	1	1.1	1	3	-1
CC/C(CC(C)(C)c1ccccc1)=N\O	-17	6	-5	5	100	1.1	1.2	0.9	14	-6
Cc1ccc(COc2coc(CO)cc2=O)cc1	3	1	-9	9	122	1	1.9	1	4	-4
COc1ccc(C2Nc3ccccc3C(=O)N2Cc2ccco2)cc1COc1ccccc1F (centres undefined)	8	-13	-11	11	95	1.1	1.1	0.9	12	-9
COc1ccc(-c2nnc(SCc3cccc(C)c3)n2N)cc1	12	-3	7	-7	103	1.1	1	0.9	12	-6
N#CC(C(=O)NC1CCCCC1)c1nc2ccccc2nc1N1CCN(c2ccc(F)cc2)CC1 (centres undefined)	-1	4	5	-5	98	1	0.78	0.9	12	-3
CCn1c(=O)n(CC)c2cc(S(N)(=O)=O)ccc21	6	4	-6	6	102	1	1	0.8	20	-4
COc1cc(OC)c(NC(=O)c2ccc3c(SCC(=O)O)c4c(nc3c2)CCCC4)cc1Cl	-7	0	-2	2	99	1	1.1	0.8	18	-2
Nc1cc(=O)[nH]c(SCC(=O)Nc2ccc(Cl)c(Cl)c2)n1	4	5	15	-15	100	1	0.94	1	0	-3
CS(=O)(=O)NCCOc1ccc(S(=O)(=O)NCCOc2ccccc2)cc1	6	-5	-10	10	103	1	1	1.1	-7	-1
CC(=O)Nc1ccc(S(=O)(=O)NCc2ccccn2)cc1	3	-19	-12	12	111	1.1	1	0.9	7	-6
O=C(C1=C[C@H](c2ccc(Br)cc2)C[C@H](OCCCCO)O1)N1CCN(Cc2ccc3c(c2)OCO3)CC1	12	-1	0	0	89	1	0.94	0.7	26	0
CCS(=O)(=O)NCC(c1ccco1)N1CCN(c2ccccc2F)CC1 (centres undefined)	-2	-6	-4	4	102	1.1	1.4	0.9	9	-6
CC1N(C)c2cc(NC(=O)c3ccco3)ccc2C1(C)C (centres undefined)	13	8	-113	113	143*	0.5	0.27	0.8	18	49
Nc1c(C(=O)Nc2cccc(F)c2)nnn1-c1cccc(C(F)(F)F)c1	2	10	-67	67	119	1	1.6	1	-5	-2
CSc1nc2sc3c(c2c(=O)n1C)CCCC3	-2	3	-39	39	113	1	2.1	0.8	24	-5
O=C(Nc1ccc(C(=O)N2CCOCC2)cc1)c1cccc([N+](=O)[O-])c1	5	-11	-18	18	105	1	1.1	0.9	11	-5
Cc1cccc(C(=O)c2cnc3ccccc3c2-c2ccccc2)c1	4	0	-44	44	99	1.1	0.73	1	1	-5
CC1CCC2(CC1)Nc1ccccc1C(=O)N2c1ccccc1 (centres undefined)	3	2	-28	28	108	1	1.4	0.9	7	-3
CCOc1cc(/C=C/c2ccc3cccc([N+](=O)[O-])c3n2)ccc1O	0	-8	-4	3	111	1	0.76	0.8	16	-2
CC(Sc1cnccn1)C(=O)O (centres undefined)	17	1	7	-7	91	1.1	1.1	0.9	12	-8
COc1ccc(Br)cc1C(=O)O	-4	5	-2	2	106	1	1.1	0.9	10	-4
O=[N+]([O-])c1cc(Cl)ccc1N1CCCCC1	2	1	4	-3	102	1	0.87	0.8	17	-2
N#Cc1cn(-c2ccccc2)nc1C(=O)c1ccccc1	-3	-6	7	-7	107	1.1	1.3	0.9	15	-6
N#CCSc1nc(Nc2ccc3c(c2)OCO3)c2ccccc2n1	7	4	15	-15	110	1.1	0.85	0.7	33	-6
CCOC(=O)c1ccc2[nH]c3ccccc3c2c1	-3	4	-31	31	127	1.1	1.9	0.8	19	-7
O=C1c2ccccc2C(=O)N1OS(=O)(=O)c1ccccc1	4	0	-4	4	107	1	1.3	0.8	19	-4
CCNc1nc(NCC)nc(C(=O)OCCO)n1	5	-6	22	-22	103	1	1.4	1	3	1
O=C(O)c1ccccc1C(=O)NCc1ccccc1	1	7	-4	4	92	1	1.1	1	-3	-2

STAT1 act: what is marked active above
SMILES	TLR4-MyD88 BLA	APP 5UTR inh	APP 5'UTR act	STAT1 act	NF-kB expr up	Diaphorase act
CC1N(C)c2cc(NC(=O)c3ccco3)ccc2C1(C)C (centres undefined)	8	-113	113	143*	0.27	0.8

15 consecutive records out of the list so far, for reference:
SMILES	G6PDH counter	TLR4-MyD88 BLA	APP 5UTR inh	APP 5'UTR act	STAT1 act	FLuc act counter	NF-kB expr up	Diaphorase act	Diaphorase inh	FLuc inh counter
Nc1c(C(=O)Nc2cccc(F)c2)nnn1-c1cccc(C(F)(F)F)c1	2	10	-67	67	119	1	1.6	1	-5	-2
CSc1nc2sc3c(c2c(=O)n1C)CCCC3	-2	3	-39	39	113	1	2.1	0.8	24	-5
O=C(Nc1ccc(C(=O)N2CCOCC2)cc1)c1cccc([N+](=O)[O-])c1	5	-11	-18	18	105	1	1.1	0.9	11	-5
Cc1cccc(C(=O)c2cnc3ccccc3c2-c2ccccc2)c1	4	0	-44	44	99	1.1	0.73	1	1	-5
CC1CCC2(CC1)Nc1ccccc1C(=O)N2c1ccccc1 (centres undefined)	3	2	-28	28	108	1	1.4	0.9	7	-3
CCOc1cc(/C=C/c2ccc3cccc([N+](=O)[O-])c3n2)ccc1O	0	-8	-4	3	111	1	0.76	0.8	16	-2
CC(Sc1cnccn1)C(=O)O (centres undefined)	17	1	7	-7	91	1.1	1.1	0.9	12	-8
COc1ccc(Br)cc1C(=O)O	-4	5	-2	2	106	1	1.1	0.9	10	-4
O=[N+]([O-])c1cc(Cl)ccc1N1CCCCC1	2	1	4	-3	102	1	0.87	0.8	17	-2
N#Cc1cn(-c2ccccc2)nc1C(=O)c1ccccc1	-3	-6	7	-7	107	1.1	1.3	0.9	15	-6
N#CCSc1nc(Nc2ccc3c(c2)OCO3)c2ccccc2n1	7	4	15	-15	110	1.1	0.85	0.7	33	-6
CCOC(=O)c1ccc2[nH]c3ccccc3c2c1	-3	4	-31	31	127	1.1	1.9	0.8	19	-7
O=C1c2ccccc2C(=O)N1OS(=O)(=O)c1ccccc1	4	0	-4	4	107	1	1.3	0.8	19	-4
CCNc1nc(NCC)nc(C(=O)OCCO)n1	5	-6	22	-22	103	1	1.4	1	3	1
O=C(O)c1ccccc1C(=O)NCc1ccccc1	1	7	-4	4	92	1	1.1	1	-3	-2

Next compounds.
SMILES	G6PDH counter	TLR4-MyD88 BLA	APP 5UTR inh	APP 5'UTR act	STAT1 act	FLuc act counter	NF-kB expr up	Diaphorase act	Diaphorase inh	FLuc inh counter
CC1(C)CC(=O)C(C(=O)c2ccccc2)C(=O)C1	12	-2	11	-11	100	1.1	1.1	0.8	25	-9
O=C(NCc1ccc(Cl)cc1)c1ccc(Br)o1	-4	-13	12	-12	87	0.9	1.1	0.9	10	5
O=C(Cc1ccc([N+](=O)[O-])cc1)N1N=C(C2CC2)CC1(O)C(F)(F)F (centres undefined)	10	-4	-2	2	95	1	1.2	1	1	1
CCc1[nH]c(=S)c(C#N)c2c1CCCC2	2	0	1	-1	98	1	1	0.8	18	4
CC1=C(C(=O)OC(C)C)C(c2ccccn2)n2ncnc2N1 (centres undefined)	-13	-6	-16	16	100	1.1	1.1	0.8	20	-6
NNC(=O)CNC(=O)C12CC3CC(CC(C3)C1)C2	10	2	-9	9	99	1	1	0.9	7	-3
COc1cc(OC)cc(C(=O)N2CCN(c3ncccn3)CC2)c1	7	8	-3	3	96	1	1.2	0.9	14	-1
CCC(C)(C)NC(=O)CN(C(=O)c1snc(C(N)=O)c1N)c1ccc2c(c1)OCO2	-7	-7	4	-4	108	1.1	1.1	0.9	6	-9
CC(C)(C)CC(=O)OCC(=O)Nc1cc(C(C)(C)C)nn1-c1ccccc1	14	0	13	-13	104	1.1	0.92	0.8	18	-8
Cc1cc(C)c2nc(NNC(=O)c3ccc(S(=O)(=O)N4CCCCC4)cc3)sc2c1	8	4	13	-13	101	1	0.84	0.6	37	-3
C[n+]1cnc(-c2ccccc2)cc1-c1ccccc1	-4	7	21	-21	98	1	1.1	0.9	7	-4
COc1cccc(C(=O)Nc2cc(C)ccc2NC(=O)COc2ccccc2)c1	1	-5	0	0	90	1.1	1.1	0.8	24	-7
Cc1c(CCOC(=O)C23CC4(C)CC(C)(CC(C)(C4)C2)C3)sc[n+]1CC(=O)c1ccccc1	25	14	4	-4	92	1	1.1	1.8	-79	-4
O=C1C2C3C=CC(C3)C2C(=O)N1CNc1ccccn1 (centres undefined)	7	3	-28	28	101	1.1	1	0.9	11	-7
Cc1cc(=O)oc(C)c1C(=O)Nc1cnc2ccccc2c1	1	3	-10	10	95	1.1	1.1	0.8	21	-9
Fc1ccc(/C=N/Nc2nc3ccccc3[nH]2)cc1F	-5	-19	-24	24	122	0.8	1.6	1.2	-17	18
COc1ccccc1N1CCN(C(=O)CCCn2c(=O)[nH]c3ccsc3c2=O)CC1	-8	-2	-10	10	101	1.1	0.82	0.9	12	-5
O=c1cc(NCc2ccco2)[nH]c(=O)n1-c1ccc(Br)cc1	2	-6	-17	17	104	1.1	1.6	0.8	18	-6
CCC(CC)c1nnc(NC(=O)c2cccc(S(=O)(=O)N3CCc4ccccc43)c2)s1	6	7	-2	2	99	1	0.83	0.9	5	-4
CSC1=NCCN1C(=O)c1ccc(S(=O)(=O)N2CCCC2)cc1	6	7	-15	15	102	1	1	1.1	-9	-1
CC(C)(C)c1ccc2c(c1)C(=O)c1ccccc1C2=O	-16	-17	-163	162*	162*	0.3	5.3*	0.8	19	72*
O=C(CSc1nnnn1-c1ccc2c(c1)OCCO2)Nc1nc2c(s1)CCCC2	-10	-2	-10	10	108	1.1	1.1	0.8	25	-6
O=C(O)C1CC=CCC1C(=O)NCCc1csc(-c2ccccc2)n1 (centres undefined)	6	4	-9	9	106	1.1	1.1	0.9	8	-10
CC(=O)Oc1cccc(/C=c2\sc3nc(-c4ccco4)nn3c2=O)c1	-14	-6	-18	18	86	0.1	0.85	0.9	11	89*
CC(OC(=O)Cc1ccc(Cl)cc1)C(=O)NCCC1=CCCCC1 (centres undefined)	3	2	-15	15	103	1.1	1.1	0.8	16	-6

High-throughput results (PubChem)
